JNK3 blocker: blocks human JNK3 kinase activity; P53779; purified JNK3 kinase activity, HTS; inhibition, % at 8 µM; hit rate 0.61% among 60,000; AID 746; in the data active = inhibition above about 17%;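 note: 0% = DMSO and 100% = reference inhibitor; many of its hits are not listed in these tables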
Cdc25B block: inhibitors of human Cdc25B phosphatase | P30305 | recombinant Cdc25B, OMFP fluorescence Ex485/Em525 | inhibition, %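 (compounds tested at 10 µM final in the well)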 | hit rate 0.1% among 65,000 | AID 368; in the data active = inhibition above about 50%
MKP-1 inh: inhibitors of human MKP-1 phosphatase; hit rate 0.15% among 65,000; inhibition, %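 (compounds tested at a single concentration somewhere between 10 and 100 µM)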; P28562; recombinant MKP-1, OMFP hydrolysis fluorescence;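 active = inhibition above about 50%, limit read from the data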;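 note: 0% = DMSO max control wells and 100% = wells with enzyme stopped by NaOH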
Hsp90 block: displaces geldanamycin probe from tumor Hsp90 | P07900 | NCI-N417 lysate Hsp90, Cy3B-geldanamycin FP displacement | inhibition, % at 30 µM | hit rate 0.35% among 64,000;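 active = inhibition above 50%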;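 note: 0% = tracer plus lysate wells and 100% = tracer alone without lysate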
FXIa inh mix: factor XIa (human) inhibition, mixture screen. P03951. purified FXIa, fluorogenic substrate, pooled mixtures. AID 680. inhibition, % at 5 µM. hit rate 0.19% among 62,000;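 note: each value is inhibition by a whole ten-compound pool holding the compound; 0% = enzyme with no mixture and 100% = wells lacking enzyme; strong numbers were not always called active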
A340 absorber: absorbance at 340 nm. 65,000 tested, under 10 active. fold change at 10 µM. compound absorbance at 340 nm, fold over control. AID 708;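 active = at 10 µM dose, initial 340 nm absorbance at least 2 fold that of control wells; inactive = change under 2 fold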;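 note: initial absorbance extrapolated from kinetic A340 decline of NADH oxidation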
AP ELISA ortho: orthogonal test for alternative complement pathway inhibitors; Human serum alternative complement pathway, LPS-coated ELISA, C3 deposition; tested in compound mixtures; inhibition, % at 5 µM; hit rate 0.08% among 62,000; AID 1235;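 active = inhibition above 30% in each of the two pooled mixtures holding the compound, so the lower value exceeds 30%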;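 note: 0% = serum in Mg-EGTA without compound and 100% = EDTA serum blank; some compounds past the cut are filed as inactive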
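Test system: human serum complement alternative pathway, C3 deposition onto LPS / Medium: Mg2+-EGTA GVB++ buffer containing human serum at 1:15 dilution / Probe or stimulus: Plate-bound LPS / Times: 1 h at 37 °C / Signal: ELISA with HRP anti-human C3 antibody, TMB substrate, absorbance 450 nm / Measure: percent inhibition / Repeats: two pool placements per compound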
MMP-13 inhibitor: inhibitors of human MMP13; P45452; inhibition, % at 4 µM; AID 570; hit rate 0.07% among 65,000; MMP-13 fTHP FRET cleavage, Mca fluorescence;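 active = inhibition above the mean of compound-free control plate wells plus 3 SD, cut at about 14% in these data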;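 note: 0% = DMSO wells and 100% = wells with reference MMP-13 inhibitor after basal subtraction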
FXIIa inh mix: factor XIIa (human) inhibition, mixture screen; hit rate 0.2% among 62,000; P00748; purified FXIIa, fluorogenic substrate, pooled mixtures; inhibition, % at 5 µM;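 note: 0% = enzyme without compound and 100% = no enzyme blank; some results filed as inactive read as strong as hits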
Target sequence (P00748 20-372 limits assumed): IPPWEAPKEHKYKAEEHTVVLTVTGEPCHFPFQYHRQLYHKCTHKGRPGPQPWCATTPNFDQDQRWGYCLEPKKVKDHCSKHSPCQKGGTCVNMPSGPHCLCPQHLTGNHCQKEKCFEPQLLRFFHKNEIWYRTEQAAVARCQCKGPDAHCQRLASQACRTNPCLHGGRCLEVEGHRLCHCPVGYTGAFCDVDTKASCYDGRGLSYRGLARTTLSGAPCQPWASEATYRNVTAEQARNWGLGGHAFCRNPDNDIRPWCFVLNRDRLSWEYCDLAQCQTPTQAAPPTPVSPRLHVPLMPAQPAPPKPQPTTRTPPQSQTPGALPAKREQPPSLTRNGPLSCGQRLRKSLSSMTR
Target sequence (P00748 373-615 limits assumed): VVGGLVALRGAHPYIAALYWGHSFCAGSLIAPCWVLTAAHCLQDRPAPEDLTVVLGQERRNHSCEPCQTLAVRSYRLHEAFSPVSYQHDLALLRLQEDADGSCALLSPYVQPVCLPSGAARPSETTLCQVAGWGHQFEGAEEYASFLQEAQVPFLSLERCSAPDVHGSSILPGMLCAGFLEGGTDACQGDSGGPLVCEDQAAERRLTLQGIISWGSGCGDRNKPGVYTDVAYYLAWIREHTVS
The depositor's hits bear a star; i = inactive; . = no result given; & = joins results of further samples; [ ] = dose if it differs, or a comment. Cut-off read from the data, not from the text of the source, unless noted: active = inhibition above about 20% (passing the limit was not always enough); inactive = the rest.

SMILES	JNK3 blocker	Cdc25B block	MKP-1 inh	Hsp90 block	FXIa inh mix	A340 absorber	AP ELISA ortho	MMP-13 inhibitor	FXIIa inh mix
Nc1c(C2=NCCO2)nnn1Cc1ccccc1	-6	-16	-22	1	15	0.98	-3	1	-7
CCC(=O)N1CCc2cc(S(=O)(=O)N3CCc4ccccc4C3)ccc21	.	0	23	-4	-5	1	18	3	4
CN(c1ccc(F)cc1)S(=O)(=O)c1ccc2[nH]cc(C(=O)O)c(=O)c2c1	3	-7	3	-2	-1	1	16	-1	5
Cc1[nH]c(=O)[nH]c(=O)c1CSc1nnc([C@H](CC(C)C)NC(=O)OC(C)(C)C)o1	-8	7	6	1	.	1	.	2	.
N#Cc1nc(COc2ccccc2F)oc1NCCCn1ccnc1	-5	11	21	-1	.	1	.	-11	.
CCc1nc(SCC(=O)c2cc(C)ccc2C)n[nH]1	1	-7	8	0	7	1	-4	6	2
COc1ccccc1N1CCN(CC(O)COc2cccc3ccccc23)CC1 (stereo not given)	-2	-4	-7	-6&2	5	0.97	11	-4	1
COc1ccc(C(=O)NC(C(=O)NCc2ccccn2)C(C)C)cc1 (stereo not given)	-4	-7	4	-4	-10	1	5	-2	3
CCC(C)NC(=O)C1CN(S(=O)(=O)c2ccccc2)CCN1S(=O)(=O)c1ccccc1 (stereo not given)	-10	-4	4	-4	20	1.1	7	12	5
CC1Cc2ccccc2N1C(=O)c1ccnc(C(C)(C)C)c1 (stereo not given)	5	2	5	-10	2	1	-16	0	6
Cc1ccc(N2CC(C(=O)Nc3ccccn3)CC2=O)cc1 (stereo not given)	7	-14	-5	-2	3	1.1	-2	5	3
Cc1cc(-c2ccco2)n(CC(=O)NCc2ccco2)n1	1	-5	10	-3	5	1.1	0	3	18
CNc1oc(-c2ccc(Cl)cc2)nc1C#N	-3	18	-22	-4	.	1.1	.	i[fluorescence artefact?]	.
COc1ccc2nc3sc(C(=O)NCc4cccs4)c(N)c3cc2c1	4	-13	2	-2	11	1	20	-13	5
Cc1ccc(OCc2nn3c(-c4ccco4)nnc3s2)cc1	1	3	-4	-1	6	1.1	-14	-2	7
CN1CC=C2C(C#N)=C(N)C(C#N)(C#N)C(c3cccc(Cl)c3Cl)C2C1 (stereo not given)	4	-1	26	-12	-1	0.99	-6	-42	4
O=C(NC1CCCc2ccccc21)C1CCCO1 (stereo not given)	-2	-5	-6	.	8	1.1	10	2	2
CCCNc1nc2c(c(=O)[nH]c(=O)n2C)n1CCCc1ccccc1	-2	0	-16	0	4	1	5	3	9
O=C(NCCN1CCCC1=O)Nc1ccccc1	1	2	-3	2	8	1	29	-18	5
Cc1ccccc1Oc1ccc(S(=O)(=O)NCCC(=O)O)cc1	9	11	-2	1	6	1	4	0	2
COc1cc(C(=O)Nc2ccc(NC(=O)c3ccco3)nc2)cc(OC)c1OC	9	15	-19	-2	10	1	1	0	10
Cn1cccc1C(=S)N=P(C1CCCCC1)(N1CCOCC1)N1CCOCC1	6	1	21	0	4	1.1	6	1	7
C=CCNc1ncnc2ccc(Br)cc12	9	2	3	-3	-8	1.1	9	2	-18
COC(=O)c1c(N)sc(C(C)=O)c1C	-6	-1	-7	-2	8	1.1	24	5	3
CCOC(=O)Nc1nnc(-c2cccc(OC)c2)s1	-10	8	9	-7	2	1	12	-75[fluorescence artefact?]	12
COc1ccc(CN2C(=O)CN=C2Nc2ccc(C)cc2C)cc1	.	-17	6	-2	9	0.99	8	0	11
COc1ccc(C(C)=O)cc1COC(=O)Cn1cnc2ccccc2c1=O	2	-6	26	-3	2	1	5	-3	19
COc1ccc(-c2cc3ccccc3n2CC(O)CN2CCOCC2)cc1 (stereo not given)	.	-17	10	.	1	1	8	-52	-2
O=C(NC1CC1)c1cccc(Nc2ccc(-c3ccc4c(c3)OCCO4)nn2)c1	-6	-19	12	-2	1	1	-5	6	2
CCOc1ccccc1NC=C1C(=O)OC(C)(C)OC1=O	0	-3	-14	-1	-2	1.2	0	1	2
CN(C)c1oc(COc2ccccc2F)nc1C#N	0	-4	-9	-2	-2	1	8	-1	12
C=CCOc1cccc(C2c3c(oc4ccccc4c3=O)C(=O)N2c2ccccn2)c1 (stereo not given)	4	-3	11	1	5	1.2	9	5	3
Cn1nnnc1SCC(=O)NCC(=O)c1ccccc1	0	21	-16	2	.	1	.	1	.
COc1ccc(N2CCN(C(=O)c3ccc4c(=O)n(CC5CCCO5)c(=O)[nH]c4c3)CC2)cc1 (stereo not given)	2	-7	27	0	2	1	0	0	3
N#Cc1nc(COc2ccccc2F)oc1NCc1ccc(F)cc1	-2	-7	-2	-2	7	1.1	7	2	-1
COC(=O)c1cc2nc(-c3ccc(OC)c(OC)c3)cc(C(F)(F)F)n2n1	-4	-22	10	-3	3	1.1	7	2	4
CC1=C(C(=O)OC2CCCCCCC2)C(c2cccc(O)c2)NC(=O)N1 (stereo not given)	4	-14	8	-2	12	1	-5	2	-2
O=C(Cn1[nH]c(=O)c2ccccc2c1=O)NCc1cccnc1	-1	-16	-1	0	9	1	8	-10	-1
CCc1nc(NCCN2CCOCC2)c(C#N)c2c1CCCC2	4	-8	-2	-5	.	1.1	.	-6	.
CCOc1ccc(NC(=O)CSc2nc3cccnc3n2CC)cc1	0	-12	-3	1	5	0.98	9	3	12
COc1cc(-c2nnc(SCC(=O)c3ccccc3)o2)cc(OC)c1OC	3	-6	28	-6	8	1	17	-4	8
Cn1nnnc1SCCNCC#Cc1ccccc1	-4	7	5	-6	4	1	-11	1	8
Cc1onc(-c2ccccc2Cl)c1C(=O)N1CCc2ccccc21	-1	0	-6	-2	21	0.98	18	1	5
COCCN1Cc2cccc(C(=O)NC3CCCCCC3)c2C1=O	-4	9	-4	1	4	0.98	3	1	7
CCn1c(Cc2ccccc2)nnc1SCC(=O)Nc1cc(C)on1	4	-7	-8	1	2	0.98	4	-3	4
CCOc1ccc(NC(=O)CCC(=O)OC)cc1	6	0	-1	-1	-8	1.1	6	3	-31
COc1ccc(N2C(=O)NC3CC2(C)Oc2ccc(Cl)cc23)cc1OC (stereo not given)	6	-2	32	-4	1	1	16	-1	14
Cc1cc(NS(=O)(=O)c2ccc(NC(=O)CCc3ccccc3)cc2)no1	-96	-4	-13	0	-2	1	13	1	9
COc1ccccc1CNC(=O)COC(=O)c1ccc(S(=O)(=O)N2CCCC2)cc1	-9	0	4	1	15	1.1	4	10	7
CC1CN(c2oc(-c3ccco3)nc2S(=O)(=O)c2ccccc2)CC(C)O1 (stereo not given)	-2	-17	-5	-4	-4	1.1	3	6	-18
COc1ccc(NC(=O)CS(=O)CC(=O)NCc2cccc(C(F)(F)F)c2)cc1 (stereo not given)	4	-8	8	0	1	0.99	17	-1	-4
COc1ccc(C2CC(c3cccc(C)c3)n3nc(N)nc3N2)cc1 (stereo not given)	-3	7	13	1	2	1.1	16	0	24
COc1ccc(N2CCN(C(=O)c3ccc(CNc4c(N5CCOCC5)c(=O)c4=O)cc3)CC2)cc1	-3	-8	13	-3	11	1.1	-2	1	1
CN(C)CCN1C(=O)C(O)=C(C(=O)c2ccco2)C1c1ccccc1F (stereo not given)	2	-1	11	-4	6	1.1	4	6	6
CC(C(=O)NCc1ccccc1)N1C(=O)C2CC=C(Cl)CC2C1=O (stereo not given)	-3	-3	-7	-2	7	1	3	0	9
NCCCCCNC(=O)/C=N\O	-3	-9	3	-3	9	1	29	-3	1
c1ccc2nc3c(nc2c1)CCc1nonc1-3	-4	0	6	0	3	1.1	2	2	2
CCCOc1ccc(Cc2nn[nH]n2)cc1	-4	-9	-12	1	.	1	.	-11	.
CC(=O)Oc1ccc(C(=O)Nc2nccs2)cc1	31*	-8	-7	0	2	1.1	-3	-5	6
COc1ccc(OC)c(Nc2nc(-c3sc(N)nc3C)cs2)c1	3	0	10	3	0	1	-5	-15	-15
(more compounds)
SMILES	JNK3 blocker	Cdc25B block	MKP-1 inh	Hsp90 block	FXIa inh mix	A340 absorber	AP ELISA ortho	MMP-13 inhibitor	FXIIa inh mix
O=C(NCC1CCCO1)c1nn2cccnc2c1Cl (stereo not given)	1	-7	21	-4	2	1	10	-5	49
Cc1ccsc1C(=O)OCc1csc(-c2ccccc2)n1	0	-15	-14	-1	3	1	-4	0	-5
CCOc1ccccc1C(=O)NC(C(=O)OCC(=O)Nc1nnc(-c2ccccc2)o1)C(C)C (stereo not given)	2	-12	32	-2	-5	0.99	3	1	5
C=C(C)CSc1nc2c(cc1C#N)CCC2	.	-12	6	.	-6	1	22	2	3
COc1ccc(-c2onc(C)c2-c2ccc(C(=O)OC(C)C)o2)c(O)c1	4	-31	20	0	5	1	4	-8	-1
CCOC(=O)c1[nH]c2c(c1C)C(=O)CC(c1ccc(OCC)c(OC)c1)C2 (stereo not given)	.	-15	10	-5	3	1	8	1	1

Rows were taken by chance. About 1.5% of those tested had a hit in this group.
